Assay outcomes from PubChem BioAssay.
TAAR1 ag: agonists of human TAAR1. activation, % at 3 µM. CHO RD-HGA16 TAAR1, Fluo-8 calcium fluorescence; vehicle wells 0%, saturating PEA agonist 100%. AID 624467. Q96RJ0. hit rate 0.99% among 360,000;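 active = activation above the mean activation of all test compounds in the run plus 3 SD, cut at about 38% in these data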
Target sequence (Q96RJ0 whole entry, looked up): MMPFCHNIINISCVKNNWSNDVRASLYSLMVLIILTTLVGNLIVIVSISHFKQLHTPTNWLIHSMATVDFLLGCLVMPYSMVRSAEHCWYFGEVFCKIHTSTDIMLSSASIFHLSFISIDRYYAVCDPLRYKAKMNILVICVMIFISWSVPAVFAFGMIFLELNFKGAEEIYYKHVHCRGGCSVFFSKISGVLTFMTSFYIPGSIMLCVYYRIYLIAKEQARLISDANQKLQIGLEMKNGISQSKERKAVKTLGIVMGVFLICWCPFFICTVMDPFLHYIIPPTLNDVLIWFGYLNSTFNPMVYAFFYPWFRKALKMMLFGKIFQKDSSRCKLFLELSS
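Repeats: no replicates (n 1) | Material: CHO-derived RD-HGA16 cells with stable Gα16 and human TAAR1 | Technique: Kinetic Fluo-8 calcium fluorescence | Schedule: 17-24 h seeding, 75 min 37 °C dye, 30 min RT | Evaluation: % activation from peak over basal fluorescence ratio, DMSO-to-PEA scaled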
CHO parental Ca: counter-screen for OX1R antagonists: effect in parental CHO cells; parental CHO-K1, ATP-induced calcium, Fluo-8 fluorescence; inhibition, % at 5.6 µM; hit rate 0.63% among 330,000; AID 463079;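 active = inhibition above that plate's mean sample inhibition plus 3 SD, cut at about 26% in these data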;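 note: 0% = ATP-challenged DMSO wells and 100% = DMSO wells without ATP; some compounds past the cut are filed as inactive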
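Test system: untransfected parental CHO cell line. Compound: one dose, 5.6 µM nominal. Detection: intracellular calcium via Fluo-8 no-wash fluorescent dye. Measure: % inhibition. Benchmarks: ATP-challenged DMSO wells low, unchallenged DMSO wells high.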
M1 ag parental: counter-screen for M1 agonists: effect in parental CHO-K1 cells; Fluo-8 calcium fluorescence; scaled to maximal ATP response, vehicle zero; activation, % at 3 µM; hit rate 0.48% among 360,000; AID 602248; in the data active = activation above about 15%;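 note: untransfected CHO-K1 host cells lacking M1 receptor as counterscreen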
CHRM1 agonist: agonists of human M1 muscarinic receptor. P11229. CHO-K1 hM1, Fluo-8 calcium fluorescence, agonist mode; 0% DMSO, 100% acetylcholine EC100. activation, % at 3 µM. hit rate 0.33% among 360,000;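 active = activation above the run's mean compound activation plus 3 SD, cut at about 16% in these data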;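 note: peak over basal fluorescence ratio within a 140 s kinetic read after compound addition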
CHRM1 antagonist: blocks human M1 muscarinic receptor | CHO-K1 hM1, Fluo-8 calcium fluorescence, ACh EC80 antagonist | inhibition, % at 3 µM | hit rate 1.3% among 360,000;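 active = percent inhibition above its own plate's cutoff, namely the mean of that plate's compound wells plus 3 SD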;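 note: peak over basal fluorescence ratio during 140 s after agonist addition; 0% = ACh EC80 plus DMSO and 100% = DMSO alone without agonist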
CHO-K1 Ca antag: nonselective inhibitor or artifact in parental CHO-K1 cells. ATP-induced calcium, Fluo-8 fluorescence. inhibition, % at 3 µM. hit rate 0.6% among 360,000;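 active = inhibition above a per-plate cutoff, the plate's mean sample inhibition plus 3 SD, cut at about 24% in these data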;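 note: 0% = DMSO plus EC80 ATP and 100% = DMSO alone without ATP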
TAAR1 antag: antagonists of human TAAR1; hit rate 1.5% among 360,000; inhibition, % at 3 µM; Q96RJ0; AID 624466; CHO RD-HGA16 TAAR1, Fluo-8 calcium fluorescence, antagonist;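 active = inhibition above a per-plate cutoff, the mean inhibition of test compounds on that plate plus 3 SD, cut at about 49% in these data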;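 note: 0% = DMSO plus EC80 beta-PEA response and 100% = DMSO alone without agonist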
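Test system: RD-HGA16 CHO cells with stable hTAAR1 and Gα16 / Probe or stimulus: EC80 β-phenethylamine stimulus / Times: seeding 17-24 h prior, 75-min 37 °C, 30-min RT dye loading / Detection: Fluo-8 calcium-sensitive fluorescence / Read-out basis: % inhibition scaled between DMSO and EC80 PEA controls / Repeats: singlicate, one well per test compound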
M1 PAM parental: M1 PAM counterscreen hit in parental CHO-K1 cells | ATP EC20, Fluo-8 calcium fluorescence; 0% at ATP EC20, 100% at ATP max | activation, % at 3 µM | hit rate 0.02% among 360,000;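 active = activation above the run cutoff, the mean activation of all test compounds plus 3 SD, cut at about 40% in these data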;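 note: peak over basal fluorescence ratio in a 140 s read after ATP addition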
OXTR potentiate: potentiators of human oxytocin receptor; P30559; CHO-OTR cells, Fluo-8 calcium fluorescence, potentiator mode; 0% = oxytocin EC15, 100% = EC100; activation, % at 3 µM; hit rate 0.061% among 320,000; AID 2445;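 active = activation above that plate's cutoff, the mean activation of tested compounds plus 3 SD, cut at about 6.6% in these data, passing the limit was not always enough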;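 note: 100% uses oxytocin at 75 nM as the full agonist control; some results filed as inactive read as strong as hits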
Target sequence (P30559 whole entry, looked up): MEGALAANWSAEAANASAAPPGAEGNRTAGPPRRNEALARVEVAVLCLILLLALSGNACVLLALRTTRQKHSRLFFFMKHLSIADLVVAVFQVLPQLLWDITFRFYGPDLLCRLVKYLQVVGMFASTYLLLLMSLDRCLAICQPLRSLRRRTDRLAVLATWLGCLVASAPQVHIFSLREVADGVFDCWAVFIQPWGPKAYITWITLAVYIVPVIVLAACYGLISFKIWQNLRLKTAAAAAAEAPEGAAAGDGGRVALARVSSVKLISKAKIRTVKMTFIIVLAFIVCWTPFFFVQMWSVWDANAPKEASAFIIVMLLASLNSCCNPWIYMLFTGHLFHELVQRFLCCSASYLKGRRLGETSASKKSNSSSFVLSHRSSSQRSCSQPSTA
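Assay system: CHO cell line stably expressing human OTR | Also added: Oxytocin at about EC15, sub-maximal agonist stimulus | Times: Compound 6 min at room temperature before oxytocin, 100 s read | Measured by: Fluo-8 intracellular calcium fluorescence, ex 470-495, em 515-575 nm | Controls: EC15 oxytocin alone as 0%, 75 nM oxytocin as 100%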
* = called active by the depositor; . = no result given.

SMILES	TAAR1 ag	CHO parental Ca	M1 ag parental	CHRM1 agonist	CHRM1 antagonist	CHO-K1 Ca antag	TAAR1 antag	M1 PAM parental	OXTR potentiate
Cc1cc(C)cc(NC(=O)/C(C#N)=C/c2cn(CC(=O)NCc3ccco3)c3ccccc23)c1	-1.4	-10.2	0.1	-3.4	-2.2	-3.4	1.4	15.5	-3.0
Cc1ccc(C(=O)NNC(=O)C(C)Oc2ccccc2F)cc1S(=O)(=O)N1CCOCC1 (stereo not given)	1.3	-16.3	-0.2	0.0	1.0	11.7	-12.3	-32.8	-1.4
CCC(C)c1ccccc1OCC(=O)NN1C(=O)c2ccccc2C1=O (stereo not given)	1.3	-4.3	0.7	-5.1	-5.2	-5.6	-16.9	7.1	-12.8
O=C(CN1CCN(S(=O)(=O)c2ccc(Br)cc2)CC1)Nc1ccc(F)cc1F	15.1	-10.1	2.9	-2.4	-0.5	-7.5	6.9	12.3	-14.5
C[C@H]1CN([C@@H](C)CO)S(=O)(=O)c2ccc(C#CC3CC3)cc2O[C@H]1CN(C)C(=O)c1cccnc1	1.4	.	3.7	-5.0	-13.6	-0.1	-0.3	16.9	.
c1ccc(-c2ncc(-c3ccn[nH]3)s2)cc1	2.7	-11.1	-0.5	-5.3	10.5	28.7*	10.3	-15.7	-11.1
COc1cc(/C=C/C(=O)OCC(=O)NC(=O)NCc2ccco2)ccc1OC(F)F	-0.9	-11.3	8.1	-0.6	-17.1	-1.8	-7.4	11.6	-6.3
Cc1ccc(S(=O)(=O)c2c(C)nn(C(C)(C)C)c2OC(=O)C(C)(C)C)cc1	25.8	31.5	1.4	3.3	-16.1	-13.1	-7.0	18.7	-16.5
Cc1ccc(NS(=O)(=O)c2ccc(CCC(=O)NCCO)cc2)cc1	9.7	1.8	0.4	0.6	-18.4	-1.3	6.7	-5.2	-1.3
C/C=C(\C)C(=O)OC(C)(C)[C@@H]1Cc2cc3ccc(=O)oc3cc2O1	12.5	-6.9	-1.0	-6.8	-6.3	-10.5	28.9	-3.4	-4.1
O=C(Cn1ccc(NC(=O)OCc2ccccc2)nc1=O)NCc1nc2ccccc2[nH]1	1.6	-1.0	-0.2	-3.8	16.1	10.6	3.0	-13.3	-2.3
CCC(=O)N1N=C(c2ccc(C)o2)CC1c1ccc(OC)cc1 (stereo not given)	6.7	-8.0	0.9	-1.8	-4.6	-19.4	7.3	2.8	-2.1
COc1ccc(/C=C/C(=O)OCC(=O)N2CCCC2)c(OC)c1	6.7	-8.1	0.4	-0.8	-2.9	0.2	-4.8	8.6	-1.1
CC1CCCN(CCCNC(=O)c2cc3c(Cl)nc4ccccc4c3s2)C1 (stereo not given)	1.7	-3.6	0.4	-10.4	-3.4	-9.3	2.7	7.8	-1.3
O=C(c1ccco1)N1CCN(c2ccc([N+](=O)[O-])cn2)CC1	8.1	-6.3	0.7	-6.5	0.4	-2.8	-5.7	-8.8	-8.6
COC(=O)Cn1c(=NC(=O)C(C)(C)C)sc2c(C)cc(C)cc21	2.6	-0.7	0.6	4.8	-7.1	-5.1	-32.6	-0.9	-5.9
O=C(COC(=O)c1ccccc1SCC(=O)NC1CCCCC1)NC1CCCCC1	2.2	3.3	0.5	-3.3	-8.8	0.2	1.2	-1.6	5.1
COc1ccc(C(CC(=O)N2CCCC2)c2c(OC)cc(OC)c3c(-c4ccccc4)cc(=O)oc23)cc1 (stereo not given)	9.8	-23.6	0.2	-10.1	6.4	-8.6	-4.1	20.4	-7.9
O=C(CCCc1ccccc1)Nc1nncs1	10.9	-4.2	0.2	-2.2	2.5	13.9	-0.9	-0.1	2.4
Cc1ccc(C2CC(c3cccs3)=NN2C(=O)CSC2=NN3CCCC(=O)N=C3S2)cc1 (stereo not given)	2.5	-17.8	0.8	-6.5	-1.1	0.2	-10.8	23.4	-6.3

The list goes on (five carried over from the part before).
SMILES	TAAR1 ag	CHO parental Ca	M1 ag parental	CHRM1 agonist	CHRM1 antagonist	CHO-K1 Ca antag	TAAR1 antag	M1 PAM parental	OXTR potentiate
COC(=O)Cn1c(=NC(=O)C(C)(C)C)sc2c(C)cc(C)cc21	2.6	-0.7	0.6	4.8	-7.1	-5.1	-32.6	-0.9	-5.9
O=C(COC(=O)c1ccccc1SCC(=O)NC1CCCCC1)NC1CCCCC1	2.2	3.3	0.5	-3.3	-8.8	0.2	1.2	-1.6	5.1
COc1ccc(C(CC(=O)N2CCCC2)c2c(OC)cc(OC)c3c(-c4ccccc4)cc(=O)oc23)cc1 (stereo not given)	9.8	-23.6	0.2	-10.1	6.4	-8.6	-4.1	20.4	-7.9
O=C(CCCc1ccccc1)Nc1nncs1	10.9	-4.2	0.2	-2.2	2.5	13.9	-0.9	-0.1	2.4
Cc1ccc(C2CC(c3cccs3)=NN2C(=O)CSC2=NN3CCCC(=O)N=C3S2)cc1 (stereo not given)	2.5	-17.8	0.8	-6.5	-1.1	0.2	-10.8	23.4	-6.3
CCCCOc1ccc(C(O)C(CN2CCOCC2)c2ccccc2)cc1 (stereo not given)	3.7	-20.5	2.8	-5.0	-10.8	-20.1	-7.7	16.2	5.4
CC1(OC(=O)CCc2ccccc2)C(=O)C=C2C=C(c3ccc(C#N)cc3)N(C3CC3)C=C2C1=O (stereo not given)	10.5	-8.1	0.1	-13.5	4.3	-6.8	12.6	0.1	-5.7
COc1cc(C=O)c(Br)cc1OCC(=O)NCc1ccccc1	0.2	-15.0	0.1	0.1	-7.9	18.2	2.9	-2.3	-1.2
Fc1ccc(-c2nc3ccc(Br)cn3c2Cc2cccc(Cl)c2)cc1	0.7	.	1.0	-3.8	-20.6	-8.5	5.6	14.1	.
COc1cc(OC)cc(-c2sc3ccc(OC)cc3c2C#CCCO)c1	-0.7	-16.4	0.6	-3.3	-1.4	-2.8	20.7	11.7	-4.0
CCCC(=O)Nc1nnc(C2CCCO2)s1 (stereo not given)	2.0	-0.3	0.4	-1.8	-0.6	-0.2	-7.6	2.6	2.7
Cc1nnc(SC(C)C)n(N)c1=O	0.4	-0.1	0.3	-3.1	-1.5	-5.8	-5.2	-4.9	-9.1
O=C(NN=C1C2CC3CC(C2)CC1C3)c1cc(Cl)ccc1O	19.2	-9.1	4.5	2.2	-0.2	5.8	-4.4	9.2	-21.1
NC(CC(=O)OC1CCCCC1)C(=O)OC1CCCCC1 (stereo not given)	0.2	-6.9	1.7	1.4	3.1	-12.2	-5.0	14.4	-7.2
CC(C)[C@H](NC(=O)[C@@H]1CSC2c3ccccc3C(=O)N21)C(=O)NCc1ccco1 (stereo not given in full)	4.4	5.3	1.8	-0.1	-11.9	-18.2	-18.5	15.2	-18.0
C/C=C/c1ccc(OCCOc2cccc3cccnc23)c(OC)c1	18.6	-19.8	3.3	-2.4	1.7	10.3	37.5	-1.6	-0.9
O=S(=O)(NCc1ccc(C(F)(F)F)cc1)c1ccc(-n2cnnn2)cc1	3.3	2.3	4.3	-2.4	8.4	-12.1	8.3	-5.3	-10.2
CC(C)C(=O)Nc1ccc(NC(=O)c2cc3ccccc3o2)cc1	54.1*	-6.0	2.0	3.5	0.8	-2.2	14.4	1.9	-5.0
COc1ccc2c(c1OC)CN1CCc3cc4c(cc3[C@@H]1[C@@H]2O)OCO4	.	-11.6	2.2	-7.2	-13.3	-6.1	.	7.1	-4.1
COc1ccc(C#Cc2c(-c3ccccc3)n(C)c3ccccc23)cc1	0.3	-20.1	-0.9	-7.7	-5.7	-5.4	6.5	-3.5	-1.6
COc1ccccc1CCC(=O)N1CCC(n2nccc2NC(=O)C2CCOC2)CC1 (stereo not given)	1.0	-6.4	-0.5	-1.1	-7.0	2.9	-12.0	-8.7	-1.2
CCC(C(=O)OCC(=O)Nc1cccc(C(C)=O)c1)c1ccccc1 (stereo not given)	9.9	-2.1	2.3	-3.0	9.5	14.3	17.1	-8.1	-9.6
CCOc1cccc(-c2cc(C(=O)NN)[nH]n2)c1	0.3	-8.1	0.8	-5.3	0.4	-3.6	1.7	-7.6	1.2
O=[N+]([O-])c1cc(Br)c(O)c(/C=N/Nc2nnnn2-c2cccc3ccccc23)c1	6.2	-18.3	3.9	2.5	-12.2	0.7	17.4	6.8	-6.4
COc1ccccc1NC(=O)Cc1csc(N)n1	-0.5	-6.4	0.6	-3.1	-16.4	-14.4	-1.8	0.5	2.8
O=C1C=C(c2ccc(Cl)c(C(F)(F)F)c2)C[C@@H](c2ccc(F)cc2)C1	10.5	-23.9	0.1	-3.4	-5.7	-21.2	17.2	19.2	-3.9
CC(=O)Cn1cnc2scc(-c3ccc(C)c(C)c3)c2c1=O	3.4	-7.3	1.7	-3.0	-10.4	16.9	-18.0	-17.3	-1.1
CCOC(=O)/C(C#N)=C/c1cccc(F)c1	7.2	1.2	-0.4	-1.1	0.5	7.3	0.8	-6.7	-11.1
Cc1cc(NC(=O)Nc2ccc(Cl)cc2)n(C)n1	23.2	-3.9	3.1	-0.4	-6.7	-4.9	-7.9	17.2	-13.4
CNS(=O)(=O)c1ccc(N2CCCC2=O)c([N+](=O)[O-])c1	0.5	-2.0	0.4	1.6	-23.5	-18.7	1.9	24.4	-2.9
COc1ccc(N2CCN(Cc3cc4c(cc3Br)OCCO4)CC2)cc1	2.1	-10.4	4.0	-6.2	10.7	-4.7	15.8	-0.2	-9.6
CCOc1ccccc1N1CCN(C(=O)C2=CC=CN3CCS(=O)(=O)N=C23)CC1	1.1	-2.1	0.5	-3.9	3.1	-7.5	7.9	16.3	1.3
CCNC(=O)c1cc(Cl)ccc1OC	4.4	-2.7	-0.1	-4.4	-8.8	-10.0	-10.8	13.1	-7.6
COc1cc(O)c(C(CCN2CCCC2)c2ccc3c(c2)OCO3)c(OC)c1 (stereo not given)	4.1	-14.4	0.7	-11.8	10.9	-2.3	6.4	0.7	-4.8
COc1ccc(-n2nnnc2-c2ccc(S(C)(=O)=O)cc2Cl)cc1	0.0	-2.8	4.5	0.3	-11.0	2.2	5.6	6.5	-13.1
O=C(NCc1ccc2c3c(cccc13)C(=O)N2)c1cccs1	2.6	.	1.1	-3.2	-9.0	-1.4	-8.1	2.3	.
O=C1[C@H](Oc2ccccc2)[C@@H](c2ccccc2)N1c1ccncc1	3.0	-8.1	0.1	-4.4	-2.9	-3.3	-0.8	-3.0	.
